Sm TGR block: inhibitors of Schistosoma mansoni thioredoxin glutathione reductase | AID 485364 | 3% of 360,000 active | Potency, µM (highest dose often 114 µM), for the others: at the highest dose activity change, negative = inhibition, actives largely listed as inhibitors | purified TGR, DTNB reduction, TNB absorbance 405 nm; also: potency is read from the fitted curve at half-maximal effect; nearly all actives have a fitted effect of over 60% in size
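First, TGR (20 nM dispensed) and NADPH were mixed with compound. Second, a 15 min room-temperature incubation followed. Third, further NADPH and then DTNB were added to start the reaction. Finally, TNB absorbance was monitored kinetically.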
FBPA Giardia inh: blocks Giardia fructose-bisphosphate aldolase activity | A8B2U2 | Potency, µM (top dose mostly 59.6 µM), without a hit: at the highest dose activity, negative = inhibition, actives largely listed as inhibitors | 0.71% of 290,000 active | purified Giardia FBPA; also: potency is read from the fitted curve at half-maximal effect; nearly all actives have a fitted effect of over 55% in size
Target sequence (A8B2U2 whole entry, looked up): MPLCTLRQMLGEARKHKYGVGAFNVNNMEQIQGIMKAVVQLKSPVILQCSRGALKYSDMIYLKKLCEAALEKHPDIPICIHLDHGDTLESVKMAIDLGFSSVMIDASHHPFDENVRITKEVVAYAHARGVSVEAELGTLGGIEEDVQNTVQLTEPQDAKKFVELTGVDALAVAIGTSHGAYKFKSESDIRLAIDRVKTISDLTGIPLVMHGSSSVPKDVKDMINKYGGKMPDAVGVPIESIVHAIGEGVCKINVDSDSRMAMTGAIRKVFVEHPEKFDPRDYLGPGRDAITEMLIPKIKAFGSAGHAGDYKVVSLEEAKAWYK
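40 nM FBPA preincubated 10 min at RT with compound (up to 57.5 uM final), then substrate plus GAPDH/TPI/NAD/arsenate coupling and diaphorase/resazurin added. Fluorescence read after 20 min at RT, 525/598 nm.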
AmpC inh detg: AmpC beta-lactamase inhibition with detergent present; P00811; Potency, µM (top dose mostly 114 µM), inactives show at the highest dose activity change, negative = inhibition, hits mostly inhibitors; 0.041% of 370,000 active; AmpC hydrolysis of nitrocefin, absorbance 480 nm, 0.01% Triton;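 also: potency is read from the fitted curve at half-maximal effect; 0% = no-compound wells and -100% = no-enzyme wells; nearly all actives have a fitted effect of over 25% in size; some results filed as inactive show a strong effect at the top dose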
Target sequence (P00811 whole entry, looked up): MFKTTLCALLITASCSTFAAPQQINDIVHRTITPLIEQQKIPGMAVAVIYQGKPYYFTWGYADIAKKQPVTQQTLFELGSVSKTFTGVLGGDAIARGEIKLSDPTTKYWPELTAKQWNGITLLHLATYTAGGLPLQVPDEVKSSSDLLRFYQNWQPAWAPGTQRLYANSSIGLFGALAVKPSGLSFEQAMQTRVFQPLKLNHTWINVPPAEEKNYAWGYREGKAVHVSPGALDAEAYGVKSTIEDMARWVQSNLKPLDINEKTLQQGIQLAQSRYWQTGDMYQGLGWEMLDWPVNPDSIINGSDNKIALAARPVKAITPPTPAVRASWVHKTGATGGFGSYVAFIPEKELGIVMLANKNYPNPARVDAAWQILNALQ
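AmpC (5.3 nM in the dispensed reagent) in 20 mM phosphate pH 7.0 with 0.01% (detergent screen) or 0.0001% Triton X-100 was preincubated with compounds for 15 min at room temperature. Nitrocefin was then added from an 800 uM solution, and hydrolysis was followed at 480 nm.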
HCMV inh: inhibitors of human cytomegalovirus. HFF cells, HCMV-luciferase reporter, 72 h; hits give low values. activity change, negative = inhibition, % at 57.5 µM. 4.5% of 410,000 active. AID 1259415; in the data active = activity change below about -60%; inconclusive = no clear call, values can overlap the other calls; inactive = above about -39%
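Compounds were evaluated in HFFs infected with an HCMV luciferase reporter virus (MOI 1 PFU/cell). Luciferase in lysates collected 72 h post infection served as the replication measure.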
AmpC inh no detg: inhibitors of E. coli AmpC beta-lactamase without detergent; 0.52% of 330,000 active; AmpC nitrocefin hydrolysis, absorbance 480 nm, 0.0001% Triton; P00811; Potency, µM (series often up to 57.1 µM), for inactives: at the top dose activity change, negative = inhibition, actives largely listed as inhibitors;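 also: potency is read from the fitted curve at half-maximal effect; plate controls were no compound for no effect and no enzyme for full effect; nearly all actives have a fitted effect of over 20% in size; some results filed as inactive show a strong effect at the top dose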
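AmpC (5.3 nM in the dispensed reagent) in 20 mM phosphate pH 7.0 with 0.01% (detergent screen) or 0.0001% Triton X-100 was preincubated with compounds for 15 min at room temperature. Nitrocefin was then added from an 800 uM solution, and hydrolysis was followed at 480 nm.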
HCV inhibitor: blocks hepatitis C virus | Potency, µM (top dose mostly 41.8 µM), for the others: at the highest dose activity change, negative = inhibition, most hits filed as inhibitors | AID 651820 | 3.4% of 340,000 active | Huh7.5.1 HCVcc-Cre infection, luciferase reporter, 44 h; also: potency is read from the fitted curve at half-maximal effect
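A cell-based infection assay in which seeded cells (1,000 per well) receive test compound after 4 h, are inoculated with HCVcc-Cre at approximately 0.5 moi, and are incubated 44 h before luminescence detection.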
An asterisk follows results filed as active; ? = inconclusive; · = not tested or not shown; [ ] = another dose, or the depositor's remark. Unless noted, calls follow the shape of the dose curve; as a rule, active = well fitted curve in the direction sought with a large enough effect; inconclusive = small, poorly fitted or top-dose-only effect, or another doubt; inactive = no such curve, though single readings can be large; an effect the other way counts as inactive or inconclusive. Unless noted, % is scaled to controls: 0 for no effect and ±100 for the full control effect.

compound,Sm TGR block,FBPA Giardia inh,AmpC inh detg,HCMV inh,AmpC inh no detg,HCV inhibitor
CN(NS(=O)(=O)c1ccc(Cl)cc1)c1nc(C(F)(F)F)nc2ccccc12,-5.8%,18.2%,-1.6%,-8.6,-44.8%,21.1%
O=C(CN1CCN(c2cccc(Cl)c2)CC1)c1ccc(O)cc1O,-18.8%,-1.4%,-3.0%,-17.1,-55.7%,4.8%
Cc1ccc(NC(=S)NC2CCCC2)c(C)c1,-19.5%,-19.6%,?,-22.3,-19.7%,-15.3%
Cc1nc(SCC(=O)N2CCCCC2)c2c(C)c(C)sc2n1,-4.5%,7.1%,?,-25.6,31.7%,-26.6%
O=C(Nc1ccc(N2CCOCC2)c(S(=O)(=O)Nc2ccc(Cl)cc2)c1)c1ccc(=O)[nH]n1,·,·,·,0.0,-41.8%,?
COc1ccc(-c2c(C)c3ccc(O)cc3oc2=O)cc1OC,-8.2%,20.5%,-10.7%,0.0,-26.4%,10.6%
O=C(CSc1ccc(Cl)cc1)Nc1ccc(C2SCCS2)cc1,-0.5%,-0.5%,12.6%,34.1,-38.7%,-3.1%
Cc1[nH]c2ccc3c(ncn3CCC#N)c2c1C,-25.1%,?,2.9%,7.5,-9.2%,-1.6%
CCOC(=O)N1CCc2c(sc(NC(=O)c3ccc(S(=O)(=O)N4CCCC4)cc3)c2C#N)C1,-17.8%,-12.4%,?,-2.6,-35.8%,?
Cc1ccc(CN2C(=O)CC(Nc3ccc(N4CCOCC4)cc3)C2=O)cc1 (stereo not drawn),39.8µM*,0.8%,-10.8%,2.7,1.7%,14.3%

compound,Sm TGR block,FBPA Giardia inh,AmpC inh detg,HCMV inh,AmpC inh no detg,HCV inhibitor
c1ccc(OCCCn2nnc(-c3ccc(N4CCOCC4)cc3)n2)cc1,2.1%,1.3%,?,22.9,-11.5%,10.0%
COc1ccc(C(=S)N2CCN(S(=O)(=O)c3ccccc3)CC2)cc1,-9.3%,·,-3.0%,-32.4,-11.2%,-26.3%
Cc1cc(C)cc(N(C(C)C(=O)N2CCCC2)S(C)(=O)=O)c1 (stereo not drawn),-20.7%,1.9%,?,56.4,-0.6%,25.2%
CCc1ccc(NC(=O)c2ccc(F)c(S(=O)(=O)NCCc3ccc(OC)c(OC)c3)c2)cc1,-4.6%,·,5.4%,-83.3*,·,·
Cc1ccc(NC(=O)CSc2nnc(C)n2-c2ccccc2)cc1,1.9%,1.8%,4.9%,3.7,-16.0%,-11.5%
COC(=O)c1cc(NC(=O)c2cccc(Cl)c2)c(=O)oc1/C=C/Nc1cc(C)cc(C)c1,-14.8%,-2.4%,?,·,-33.0%,·
Cc1cc(C)nc(SCC(=O)c2ccc(Cl)cc2)n1,-13.7%,7.6%,?,-23.2,-10.6%,2.82µM*
COc1cc(/C=C2/CC/C(=C/c3ccc(O)c(OC)c3)C2=O)ccc1O,44.7µM*,-19.8%,-1.4%,0.0,-41.0%,12.6µM*
CCCCOC(=O)c1ccc(NC(=O)/C(C#N)=C/c2ccc(-c3ccccc3)o2)cc1,-8.3%,·,-5.1%,-0.5,·,·
Cc1cccc(N(C(=O)c2nsc(Cl)c2Cl)C(C(=O)NC2CCCC2)c2ccc(O)cc2)c1 (stereo not drawn),-12.6%,6.3%,-7.3%,18.6,-43.9%,-25.2%

compound,Sm TGR block,FBPA Giardia inh,AmpC inh detg,HCMV inh,AmpC inh no detg,HCV inhibitor
COc1ccc(OC)c(NC(=O)CSc2nnc(-c3ccco3)o2)c1,-30.3%,-6.8%,?,23.0,-4.5%,-1.5%
CC(Sc1nc(-c2ccc(F)cc2)cs1)C(=O)N1c2ccccc2CC1C (stereo not drawn),1.8%,0.4%,?,-8.8,-49.0%,22.4µM*
COc1ccccc1CNC(=O)CCc1c(C)nc2cc(-c3ccc(Cl)cc3)nn2c1C,0.6%,·,12.7%,17.6,·,·
COc1cc(OC)c(C(=O)OCC(=O)c2ccc3c(c2)NC(=O)CO3)cc1OC,·,·,·,-11.9,-1.6%,-24.5%
Cc1nc2ccc(NS(=O)(=O)c3ccc4c(c3)OCCO4)cc2s1,0.5%,2.3%,2.4%,-33.0,-34.2%,3.16µM*
O=C(COC(=O)Cc1ccsc1)NCC1CCCCC1,-39.7%,1.9%,?,15.1,-10.4%,-11.5%
Cc1cc(SCC(=O)NC2CCCC2)nc2ccccc12,0.0%,2.1%,-17.2%,-23.6,-18.3%,4.5%
CCN1CCN(C(=O)c2ccc(C(F)(F)F)cc2)CC1,2.3%,-5.5%,-2.6%,-35.7,0.1%[2.29 µM],-10.7%
COC(CNS(=O)(=O)c1cc2c3c(c1)CCN3C(=O)CC2)OC,-2.7%,2.0%,-5.9%,-30.1,-8.2%,18.2%
CN(C(=O)CSc1nc2ccccc2n1Cc1ccccc1C#N)c1ccccc1,0.0%,·,-2.9%,-3.4,·,·

compound,Sm TGR block,FBPA Giardia inh,AmpC inh detg,HCMV inh,AmpC inh no detg,HCV inhibitor
COc1cccc2c(=O)c3cccc(N)c3[nH]c12,-14.9%,1.77µM*,-10.9%,-30.0,-5.5%,-22.5%
CCc1ccc(S(=O)(=O)NCc2cccnc2)cc1,-1.3%,2.8%,3.0%,-29.7,-4.8%,-0.1%
COc1cc(NC(=S)NCC2CCCO2)c(OC)cc1Cl (stereo not drawn),?,1.3%,-0.6%,?,-10.0%,?
CC1(C)CC(=O)C(C2NCCc3ccccc32)=C(O)C1 (stereo not drawn),-23.5%,-0.9%,-10.9%,-4.7,-14.2%,5.7%
c1ccc(NC2=NCCN2CC2CCC2)cc1,-10.6%,·,-10.7%,9.0,-12.4%,23.5%
CCC(C(=O)Nc1cc(Cl)ccc1OC)n1nc(-c2ccccc2)ccc1=O (stereo not drawn),-2.9%,·,-7.9%,-17.9,·,·
Cc1ccc(OCC(=O)NNC(=O)c2cc(C)[nH]n2)cc1,4.8%,-0.5%,?,17.4,-19.0%,0.4%
COc1ccc(OC)c(NC(=O)C(=O)c2cn(CC(=O)N3CCCC3)c3ccccc23)c1,4.6%,-2.5%,0.6%,-13.1,92.5%[activator],?
O=C1CC(NCc2ccc3c(c2)OCO3)C(=O)N1Cc1ccc2c(c1)OCO2 (stereo not drawn),?,10.8%,-0.3%,16.0,-1.7%,15.7%
COC(=O)c1ccc(NC(=O)C2CCCCC2C(=O)O)cc1 (stereo not drawn),5.8%,10.0%,-12.0%,44.6,-6.7%,7.4%

compound,Sm TGR block,FBPA Giardia inh,AmpC inh detg,HCMV inh,AmpC inh no detg,HCV inhibitor
CCOc1ccc(N2C(=O)CC(N3CCN(c4ccc([N+](=O)[O-])cc4)CC3)C2=O)cc1 (stereo not drawn),10µM*,-2.0%,?,14.3,-14.5%,5.0%
COc1ccc(S(=O)(=O)NCC(=O)N(CC(=O)NCC2CCCO2)c2c(C)cccc2C)cc1 (stereo not drawn),2.6%,3.8%,-5.6%,?,68.1%[activator],3.1%
COC(=O)c1cc(CNC(=O)c2cccc(Cl)c2)ccc1OC,-15.9%,7.1%,?,35.4,-11.1%,?
COc1ccccc1CNC(=O)C1CCN(S(=O)(=O)c2cccc3nonc23)CC1,-2.4%,-4.1%,-17.6%,-19.0,-15.3%,?
CCOc1ccc(NC(=O)CN(C)CC(=O)Nc2ccc(Br)cc2F)cc1OCC,0.6%,2.0%,-13.1%,6.2,146.9%[activator],?
O=S(=O)(NCC1(N2CCOCC2)CCCCC1)c1ccc(F)c(F)c1F,-6.4%,·,-14.7%,-8.3,-2.1%,-4.4%
CCc1ccccc1N(C)C(=O)c1cn(CC(C)C)c(=O)c2cc(OC)c(OC)cc12,-1.0%,·,10.8%,-33.5,·,·
Cc1ccc(CCNC(=O)C2CCN(S(=O)(=O)c3cccc4cccnc34)CC2)cc1,-13.7%,·,-3.7%,14.1,26.4%,?
CN/C(=C/[N+](=O)[O-])NCCSCc1ccc(CN(C)C)o1,-35.4%,-22.2%,?,-4.7,-11.8%,?
Nc1ccc2c(c1)sc1ccccc12,-2.3%,-8.1%,-16.8%,26.0,-1.0%,?

compound,Sm TGR block,FBPA Giardia inh,AmpC inh detg,HCMV inh,AmpC inh no detg,HCV inhibitor
CCCCC[C@H](O)/C=C/[C@@H]1[C@@H](C/C=C\CCCC(=O)OC)[C@@H](O)C[C@H]1O,-4.2%,?,?,·,227.5%[activator],8.8%
CCSCCOC(=O)C1=C(C)NC(=O)NC1c1cccc(OC)c1OC (stereo not drawn),-11.7%,2.5%,?,?,0.6%,13.8%
N#Cc1cccc(CN2CCCN(Cc3ccc(F)cc3)S2(=O)=O)c1,0.0%,5.1%,-10.2%,-32.9,-15.0%,-8.1%
CC(C)Cc1nnc(NC(=O)Cc2ccccc2[N+](=O)[O-])s1,-4.0%,1.2%,-8.2%,43.6,-23.8%,26.8%
O=C(CCCN1C(=O)/C(=C\c2cccs2)SC1=S)Nc1ccc(O)cc1,-3.1%,·,-5.3%,-99.1*,-38.1%,?
O=C(CSc1nnc(CNc2ccc(F)cc2)n1Cc1ccccc1)NCc1ccco1,?,-1.2%,-17.3%,6.3,35.6%,-16.5%

Assay outcomes (PubChem)
